# Dengue inhibitors: Dengue virus cytopathic effect inhibitors, cell-based, CPE readout, HTS (AID 540333). Dengue virus CPE inhibition in host cells; active compounds read high. CPE inhibition, % at 20 µM. 10,000 tested, 3.1% active; in the data active means CPE inhibition mostly above about 9.1%, no sharp cut-off; inactive means mostly below about 7.2%
# Numbers without * were called inactive; i = inactive. These rows are one share of the data; count on the stated rates, not on these rows.
SMILES,Dengue inhibitors
Cc1ccc(S(=O)(=O)Nc2cc(=O)[nH]c(SCc3ccc(Cl)cc3)n2)cc1,i
Cc1ccc(-n2c(C)cc(C=C3C(=O)CC(C)(C)CC3=O)c2C)cc1,1.4
COc1ccc(C(=O)NNC(=O)Cc2ccc([N+](=O)[O-])cc2)cc1,0.8
N#CC1=C(N)OC2=C(C(=O)CC(c3ccccc3)C2)C1c1ccoc1 (stereo not drawn),i
O=C(NNC(=O)c1ccc(Cl)cc1Cl)c1ccncc1,i
COc1cc2sc3ccc(-c4ccc(CN5CCOCC5)cc4)cc3c(=O)c2cc1OC,1.9
COc1ccc(NC(=S)N2CCN(C(c3ccccc3)c3ccccc3)CC2)cc1OC,2.6
NS(=O)(=O)c1ccc(N/N=C/c2cn(-c3ccccc3)nc2-c2cccs2)cc1,i
O=C(CCc1nc2ccccc2c(=O)[nH]1)OCc1ccc(-c2ccccc2)cc1,6.2
COc1ccc([N+](=O)[O-])cc1NC(=O)COC(=O)Cc1cc(OC)c(OC)c(OC)c1,i
Cc1nn(-c2ccccc2)c(C)c1NC(=O)COc1ccc(C#N)cc1,i
Cc1ccc(S(=O)(=O)N2CCN(CC(=O)N/N=C/c3ccc(Br)s3)CC2)cc1,0.7
COC(=O)/C(=C1\Oc2ccc(C(C)(C)C)cc2S1)C(F)(F)F,i
CN1CCC2(CC1)N=C(c1ccc(F)cc1)C(=S)N2C(=O)c1ccc(C(C)(C)C)cc1,i
CC(C)CCC(O)(CCC(C)C)C(=O)NNc1ccccc1,0.8
O=C(Cc1ccc(-c2ccccc2)cc1)NC(c1ccccc1)c1ccccc1,3.8
Cc1ccc(NC(=O)COC(=O)CN2C(=O)C3CCCCC3C2=O)cc1S(=O)(=O)N1CCOCC1 (stereo not drawn),i
O=C1Nc2ccccc2N(O)N1c1ccc(S(=O)(=O)N2CCCCCC2)cc1,i
COc1ccc([C@H]2CC(=O)C=C(c3ccc(SC)cc3)C2)cc1,7.7
Cc1ccc(NC(=O)C2C3CCCC2C3c2ccccc2)cc1 (stereo not drawn),i
CCCCNC(=S)Nc1cc([N+](=O)[O-])ccc1C,i
CC(C)(C)OC(=O)N[C@H](C(=O)OC(C)(C)C)c1ccc(C(F)(F)F)cc1,0.1
Cc1cc(Cl)ccc1OCCCC(=O)NCCN1C(=O)S/C(=C\c2cccnc2)C1=O,1.7
CCCOC(=O)c1ccc(NC(=O)c2cc(Cl)ccc2OC)cc1,0.3
Cc1ccccc1-n1c(-c2csc(C)c2C)n[nH]c1=S,0.5

# New compounds follow:
SMILES,Dengue inhibitors
Cc1ccccc1OCC(=O)NN1CCN(C)CC1,1.2
FC(F)(F)c1cccc(NC(=S)NCC(c2cccnc2)N2CCOCC2)c1 (stereo not drawn),i
Cc1nc2ccccc2n1C(=O)c1ccccc1[N+](=O)[O-],0.3
FC(F)Oc1ccc(-c2csc(=Nc3cccnc3)n2CC2CCCO2)cc1 (stereo not drawn),1.0
Cc1ccc(NC(=S)N=Nc2c(O)n(C)c3ccc(S(=O)(=O)N4CCOCC4)cc23)cc1C,0.8
O=C(c1cc(Cl)ccc1[N+](=O)[O-])n1cnc2ccccc21,i
CC1(C)CC(=O)C=C(NNC(=O)c2ccccc2)C1,0.4
COc1ccccc1C(=O)OCC(=O)c1cccc([N+](=O)[O-])c1,2.1
COc1cccc(SCc2noc(C(=O)NCCCN3CCOCC3)c2C(=O)NCCCN2CCOCC2)c1,0.3
COc1cc(C)ccc1N(CCCN1C(=O)c2cccc3cccc(c23)C1=O)C(=O)c1cccs1,1.2
CCOC(=O)c1c(C)[nH]c(C2=NNC(=Nc3ccc(OCC)cc3)SC2)c1C,13*
C/C(=N\NC(=O)c1cc(-c2cccc([N+](=O)[O-])c2)n[nH]1)c1ccccc1O,i
Cc1ccc(Nc2nnc(SCC(=O)Nc3cccc(S(=O)(=O)N4CCCCC4)c3)s2)cc1,12
CCCNC(=O)C(Cc1ccc(I)cc1)NC(=O)C1CC1 (stereo not drawn),i
CCOC(=O)C1=C(C)NC(=S)NC1/C=C/c1ccccc1 (stereo not drawn),i
O=[N+]([O-])c1cccc(S(=O)(=O)N2CCCCCC2)c1,0.2
N/C(=N\S(=O)(=O)c1ccccc1)c1ccc([N+](=O)[O-])cc1,1.1
COC(=O)c1c(-c2ccccc2)csc1NC1=NS(=O)(=O)c2ccccc21,0.4
COc1ccc(/C=N/N2CCN(C3c4ccccc4-c4ccccc43)CC2)cc1OC,0.5
CC(C(=O)Nc1ccccc1Oc1ccccc1)c1ccccc1 (stereo not drawn),0.7
COc1cc(C=O)ccc1OCc1cccc(Br)c1,0.1
CCC(C)(O)c1[nH]c2ccc(C#N)cc2c1C (stereo not drawn),0.1
CCOc1ccc(NC(=O)CCNS(=O)(=O)c2ccc3c(c2)CCC(=O)N3)cc1,0.3
Cc1ccc(N=Nc2c(N)nn(-c3ccccc3)c2N)cc1,i
Cc1c(-c2ccc(F)cc2)[n+](=O)c2c(n1[O-])CCCCC2,i

# Further entries follow.
SMILES,Dengue inhibitors
O=S(=O)(Nc1ccc(Cc2ccncc2)cc1)c1ccc(Cl)s1,0.3
COCCCNC(=S)NC(=O)c1ccccc1,i
CCOc1ncccc1C(=O)NCc1ccc(C)cc1,i
CC(=O)CC[C@@H](C)O[C@@H]1OC(C)[C@H](O)CC1O (stereo partly drawn),0.2
COc1ccc(C(=O)Nc2ccc(Oc3ncnc4sc(-c5ccccc5)cc34)cc2)cc1OC,3.7
CC(=O)Nc1ccc(Oc2cnccn2)cc1,0.7
O=[N+]([O-])c1cccc(C2=NCCS2)c1,i
COc1ccc(C(CCNCc2ccccc2)c2ccc(F)cc2)cc1 (stereo not drawn),i
Cc1ccccc1N=C1c2cc([N+](=O)[O-])ccc2-c2ncccc21,1.1
Cc1ccc(CNC(=O)C2CC2c2ccccc2)cc1 (stereo not drawn),i
O=C(/C=C/c1ccc(Cl)cc1Cl)NCCSCc1ccccc1,0.5
O=S(=O)(c1ccc(NC(=S)NCCc2ccccc2)cc1)N1CCOCC1,0.1
Cc1ccc(C(=O)N(CC(=O)Nc2ccc(Cl)c(Cl)c2)Cc2ccco2)cc1,i
CCOC(=O)c1c(-c2ccc(-c3ccccc3)cc2)csc1NC(=O)CCN1CCOCC1,i
CCOc1ccccc1NC(=O)COC(=O)c1cccc(-c2ccc(OC(C)=O)cc2)c1,2.8
O=C(COc1ccc2ccccc2c1)NNC(=O)c1cccs1,i
CCOC(=O)N1CCC(N(CCN(C)C)C(=S)Nc2cc(C)ccc2C)CC1,i
C=C(C)Cn1c(CCn2c3ccccc3c3ccccc32)n[nH]c1=S,0.1
O=C(NC(=S)Nc1ccc(N2CCCC2)cc1)c1ccccc1[N+](=O)[O-],0.1
O=[N+]([O-])c1cccc(C(=S)N2CCN(c3ccccc3)CC2)c1,0.1
Cc1ccccc1N(C(=O)Cc1c[nH]c2ccccc12)C(C(=O)NC1CCCCC1)c1ccco1 (stereo not drawn),0.8
Cc1nc2cc3nc(C(F)(F)F)[nH]c3cc2[nH]1,0.5
O=C(CNS(=O)(=O)c1cccc(Cl)c1)Nc1ccc(-c2nc3ccccc3s2)cc1,1.0
COC(=O)C1=C(C(=O)OC)[C@@H]2N(C)c3ccc(OC)cc3[C@@]23C[C@@H](C(=O)OC)N(C(=O)NC2CCCCC2)C3=N1,0.1
Cc1ccc(Cc2cnc(N3C(=N)SC(c4ccccc4)C3=O)s2)cc1 (stereo not drawn),1.1

# Next part:
SMILES,Dengue inhibitors
CCCSc1ccc([C@H]2N[C@@](C)(C(=O)OC)[C@H]3C(=O)N(CC)C(=O)[C@@H]23)cc1,i
COc1c(/C=N/NC(=O)c2ccccc2O)c(CCN(C)C(C)=O)cc2c1OCO2,i
CC1(C)NC(=O)N(CC(=O)OCC(=O)Nc2cc(S(=O)(=O)N3CCCCCC3)ccc2Cl)C1=O,i
COc1ccccc1N(C)S(=O)(=O)c1ccc(C(=O)OCC(=O)c2c[nH]c3ccccc23)cc1,0.9
COc1cc(CNn2cn[nH]c2=S)cc(Cl)c1OCc1ccc(F)cc1,i
Nc1nc(SCC(=O)NCc2ccccc2Cl)[nH]c(=O)c1NC(=O)c1ccccc1F,0.4
CSc1ccc(/C=C/C(=O)c2ccc(O)cc2)cc1,i
C=C(C(=O)c1ccccc1)C(CC(=O)c1ccccc1)c1ccccc1 (stereo not drawn),i
COC(=O)c1ccc(N2CC3CNC(=O)C2(C(=O)OC)N3C)cc1 (stereo not drawn),1.6
Cc1ccc(-c2cc(C(=O)Nc3nccs3)c3ccccc3n2)c(C)c1,2.1
O=C(COc1ccc(Cl)cc1)NCCSCc1ccccc1Cl,0.3
CCOC(=O)C1CCCN(c2nc3ccccc3nc2C(C#N)C(=O)OC(C)C)C1 (stereo not drawn),4.6
CCOC(=O)c1c(NC(=S)NCCc2ccccc2)sc2c1CC(C(C)C)OC2 (stereo not drawn),1.3
Cc1c(C#N)c(N)nc2c3c(sc12)NC(=O)CC3c1ccc(Cl)cc1 (stereo not drawn),0.2
FC(F)Oc1ccccc1NC(=S)Nc1cccc(Cl)c1Cl,0.2
COc1ccc(/C=N/Nc2ncc(C(F)(F)F)cc2Cl)cc1OC,2.6
O=S(=O)(c1ccccc1)N1CCN(C(=S)Nc2ccc(F)cc2)CC1,1.8
Cc1ccccc1NC(=O)c1ccc(Nc2c([N+](=O)[O-])cc([N+](=O)[O-])c3ccccc23)cc1,0.1
CCOc1ccc(N=C2NC(=O)/C(=C/C(=O)OC)S2)cc1,0.9
O=[N+]([O-])c1ccc(CSc2nc3ccccc3[nH]2)cc1,0.2
O=C(/C=C/c1ccco1)N1CCN(C/C=C/c2ccccc2)CC1,i
O=C(/C=C/c1ccc2c(c1)OCO2)Nc1nc2ccccc2s1,2.5
C/C(=N\NC(=O)C1(C)CC1(Br)Br)c1ccc(NC(=O)C2CCC2)cc1 (stereo not drawn),1.2
CS(=O)(=O)N(CC(=O)N/N=C/c1ccco1)c1ccccc1Br,0.2
O=C(Nc1ccc(O)c(-c2nc3ccccc3o2)c1)C1(c2ccc(Br)cc2)CCCC1,i

# Remaining list, next part
SMILES,Dengue inhibitors
O=C(Nc1cccc(Cl)c1)Nc1nnc(CSCCOc2ccc(Cl)cc2)s1,4.3
Cc1cccc(OC(=O)n2c(=S)oc3cc(Cl)ccc32)c1,i
Cc1ccc(C(=O)COC(=O)c2cn(-c3ccccc3)nc2-c2ccccc2)cc1[N+](=O)[O-],0.5
CCn1ncc(Br)c1C(=O)Nc1ccn(C23CC4CC(CC(C4)C2)C3)n1,3.3
CCOCCCNC(=O)C(NC(=O)c1ccc(NC(C)=O)cc1)c1ccc(C)cc1 (stereo not drawn),i
O=C(Cc1ccccc1)NNS(=O)(=O)c1ccc([N+](=O)[O-])cc1,i
O=C(NN=C1CCN(Cc2ccccc2)CC1)c1cc2ccccc2cc1O,0.2
C=CS(=O)(=O)c1ccc(Oc2ccc(S(=O)(=O)C=C)cc2)cc1,0.3
Cn1c(SCC(=O)N/N=C/C=C/c2ccco2)nc2ccccc21,i
O=C(CNC(=O)C1CCCCC1)Nc1cc(Cl)ccc1Cl,i
Cc1c(Cl)cccc1NC(=O)C1Cc2ccccc2CN1C(=O)c1ccccc1 (stereo not drawn),1.0
CC(=O)c1cc(-c2ccccc2)n(CCC(=O)NC2CCC(C)CC2)c1C (stereo not drawn),0.1
CCOC(=O)Cc1cc(-c2ccc(F)cc2)nc2ccc3ccccc3c12,i
N#Cc1c(-c2ccccc2)nc(SCC(=O)Nc2ccccc2)[nH]c1=O,i
CC12CCC(C(=O)NCc3ccccc3Cl)(C(Br)C1=O)C2(C)C (stereo not drawn),1.0
Cc1ccnc(NS(=O)(=O)c2ccc(NC(=O)Cc3ccccc3)cc2)n1,1.8
Nc1ccc(C(=O)OCC(=O)N2CCc3ccccc3C2)cc1[N+](=O)[O-],i
O=[N+]([O-])c1ccc(Nc2ccc(F)cc2)nc1,i
CC(=O)Nc1ccc(S(=O)(=O)NCC(=O)OCC(=O)NC23CC4CC(CC(C4)C2)C3)cc1,i
CN(C)CCNC(=O)/C(=C/c1ccc(-c2ccc(Cl)cc2Cl)o1)NC(=O)c1ccccc1,i
O=C(Nc1ccc(S(=O)(=O)Nc2nccs2)cc1)c1ccc(S(=O)(=O)N2CCOCC2)cc1,0.1
Clc1ccc(-c2ccc(C=Nc3ccc(N4CCOCC4)cc3)o2)cc1,0.1
CCc1ccccc1NC(=S)NCc1cccn1C,i
O=C(Cc1ccc(Cl)cc1Cl)Nc1cccc(S(=O)(=O)Nc2ccccc2F)c1,1.8
C=CCN1C(c2cccc(C(F)(F)F)c2)=CS/C1=C(/C#N)c1nnc(N2CCOCC2)n1-c1ccccc1,6.1

# Grouped by structure: the entries above with an aryl methoxy group (18)
SMILES,Dengue inhibitors
COc1ccc(C(=O)NNC(=O)Cc2ccc([N+](=O)[O-])cc2)cc1,0.8
COc1cc2sc3ccc(-c4ccc(CN5CCOCC5)cc4)cc3c(=O)c2cc1OC,1.9
COc1ccc(NC(=S)N2CCN(C(c3ccccc3)c3ccccc3)CC2)cc1OC,2.6
COc1ccc([N+](=O)[O-])cc1NC(=O)COC(=O)Cc1cc(OC)c(OC)c(OC)c1,i
COc1ccc([C@H]2CC(=O)C=C(c3ccc(SC)cc3)C2)cc1,7.7
CCCOC(=O)c1ccc(NC(=O)c2cc(Cl)ccc2OC)cc1,0.3
COc1ccccc1C(=O)OCC(=O)c1cccc([N+](=O)[O-])c1,2.1
COc1cccc(SCc2noc(C(=O)NCCCN3CCOCC3)c2C(=O)NCCCN2CCOCC2)c1,0.3
COc1cc(C)ccc1N(CCCN1C(=O)c2cccc3cccc(c23)C1=O)C(=O)c1cccs1,1.2
COc1ccc(/C=N/N2CCN(C3c4ccccc4-c4ccccc43)CC2)cc1OC,0.5
COc1cc(C=O)ccc1OCc1cccc(Br)c1,0.1
COc1ccc(C(=O)Nc2ccc(Oc3ncnc4sc(-c5ccccc5)cc34)cc2)cc1OC,3.7
COc1ccc(C(CCNCc2ccccc2)c2ccc(F)cc2)cc1 (stereo not drawn),i
COC(=O)C1=C(C(=O)OC)[C@@H]2N(C)c3ccc(OC)cc3[C@@]23C[C@@H](C(=O)OC)N(C(=O)NC2CCCCC2)C3=N1,0.1
COc1c(/C=N/NC(=O)c2ccccc2O)c(CCN(C)C(C)=O)cc2c1OCO2,i
COc1ccccc1N(C)S(=O)(=O)c1ccc(C(=O)OCC(=O)c2c[nH]c3ccccc23)cc1,0.9
COc1cc(CNn2cn[nH]c2=S)cc(Cl)c1OCc1ccc(F)cc1,i
COc1ccc(/C=N/Nc2ncc(C(F)(F)F)cc2Cl)cc1OC,2.6

# Source: PubChem BioAssay (Southern Research Specialized Biocontainment Screening Center)
